# 697 NFkB inh: inhibitors of PMA/ionomycin-induced NF-kB reporter, 697 cells, primary screen, B-cell NF-kB inhibitor project, cell-based, luminescence, uHTS; 697 B-cell NF-kB luciferase reporter, 16 h; inhibition, % at 4 µM; 330,000 tested, 0.33% active; AID 435022, 2010; in the data active = inhibition above about 35%
# TIM10 inh: growth inhibitors of isogenic TIM10 control yeast, primary screen, counter-screen for tim10-1 yeast inhibitor project, luminescence, uHTS. inhibition, % at 10 µM. S. cerevisiae TIM10 strain growth, BacTiter-Glo luminescence, 24 h. 330,000 tested, 1.4% active;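 active = inhibition of 40% or more at the single tested concentration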;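 note: wild-type TIM10 isogenic control strain grown at permissive 25 °C; 0% = DMSO yeast wells and 100% = minimal medium wells without yeast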
# tim23-1 inh: growth inhibitors of tim23-1 mutant yeast, primary screen, luminescence, uHTS | inhibition, % at 20 µM | 330,000 tested, 1.3% active | S. cerevisiae tim23-1 growth, BacTiter-Glo luminescence, 24 h;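 active = growth inhibition of the mutant yeast at or above 50%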;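 note: temperature-sensitive mutant grown at 25 °C; plate controls were DMSO-treated mutant yeast for no effect and medium wells lacking yeast for full effect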
# tim10-1 inh: growth inhibitors of tim10-1 mutant yeast, primary screen, luminescence, uHTS | S. cerevisiae tim10-1 ts strain growth, BacTiter-Glo, 24 h | inhibition, % at 20 µM | 330,000 tested, 2.2% active;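 active = inhibition of at least 40%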;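 note: mutant grown at 25 °C; 0% = DMSO wells with yeast and 100% = wells holding no yeast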
# UPR CHOP act: activators of apoptotic CHOP UPR arm, primary screen, cell-based, CHO-CHOP luciferase reporter, luminescence, uHTS. activation, % at 10 µM. UPR activation; percent of tunicamycin response over DMSO baseline. 330,000 tested, 0.34% active;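 active = at 10 µM dose, activation of 40% or more, normalized to positive control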;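 note: 100% = tunicamycin at 10 µg/mL and 0% = DMSO alone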
#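 Assay system: CHO-CHOP cells, stable luciferase reporter of PERK-eIF2a-CHOP signalling / Buffer or medium: F12 plus 10% serum / Compound dosing: one dose, 10 µM in 0.5% DMSO / Times: 6 h compound treatment, 37 °C / Technique: luciferase luminescence / Read-out: % reporter activation, DMSO baseline versus tunicamycin full activation / Benchmarks: tunicamycin and DMSO controls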
# Mdm2 MdmX PPI: inhibitors of human Mdm2-MdmX association, primary screen, cell-based, luminescence, split luciferase, SaOS-2, uHTS. inhibition, % at 8 µM. SaOS-2 split-luciferase Mdm2/MdmX complementation. 330,000 tested, 3% active. Protein Mdm4 (Homo sapiens) + E3 ubiquitin-protein ligase Mdm2 (Homo sapiens), …;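 active = inhibition of at least 50% at 8 µM in the primary screen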
# Target sequence (O15151 whole entry, looked up): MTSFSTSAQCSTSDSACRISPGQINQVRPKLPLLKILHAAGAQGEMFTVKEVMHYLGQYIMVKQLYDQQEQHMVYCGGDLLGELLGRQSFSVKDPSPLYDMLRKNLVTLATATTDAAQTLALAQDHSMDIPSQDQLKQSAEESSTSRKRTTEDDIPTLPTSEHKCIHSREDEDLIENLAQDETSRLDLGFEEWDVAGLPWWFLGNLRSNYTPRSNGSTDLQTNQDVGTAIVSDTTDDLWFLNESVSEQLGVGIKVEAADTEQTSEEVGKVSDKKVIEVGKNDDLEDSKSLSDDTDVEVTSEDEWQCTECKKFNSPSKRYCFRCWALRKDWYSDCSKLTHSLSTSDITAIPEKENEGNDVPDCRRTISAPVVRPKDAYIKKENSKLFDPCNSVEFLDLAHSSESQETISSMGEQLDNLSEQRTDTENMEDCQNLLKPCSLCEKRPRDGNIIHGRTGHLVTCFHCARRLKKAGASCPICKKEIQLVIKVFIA
# Target sequence (Q00987 whole entry, looked up): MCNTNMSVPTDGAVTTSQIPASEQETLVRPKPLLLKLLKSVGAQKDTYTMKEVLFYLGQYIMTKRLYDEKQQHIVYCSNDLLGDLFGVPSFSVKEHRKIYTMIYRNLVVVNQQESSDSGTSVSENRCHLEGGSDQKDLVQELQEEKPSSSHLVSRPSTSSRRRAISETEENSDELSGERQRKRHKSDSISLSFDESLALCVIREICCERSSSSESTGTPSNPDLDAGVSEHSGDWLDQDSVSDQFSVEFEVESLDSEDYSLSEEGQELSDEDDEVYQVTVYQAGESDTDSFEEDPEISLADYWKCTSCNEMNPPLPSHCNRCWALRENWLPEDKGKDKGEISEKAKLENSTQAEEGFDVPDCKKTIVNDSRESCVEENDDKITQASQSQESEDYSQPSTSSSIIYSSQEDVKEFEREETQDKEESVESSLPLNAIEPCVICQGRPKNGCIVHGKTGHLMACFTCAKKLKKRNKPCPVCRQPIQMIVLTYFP
# UPR XBP1 act: activators of adaptive XBP1 UPR arm, primary screen, cell-based, CHO-XBP1 luciferase reporter, luminescence, uHTS. IRE1-XBP1 UPR activation; percent of tunicamycin response, DMSO as zero. activation, % at 20 µM. 330,000 tested, 0.33% active. AID 463104, 2010;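 active = versus positive control, 20 µM dose yields 30% or more activation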;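 note: 100% = tunicamycin at 10 µg/mL and 0% = DMSO only wells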
#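 Test system: CHO-XBP1 luciferase reporter cells | Buffer or medium: Serum-containing F12 medium, 10% FBS | Schedule: 6 h compound exposure at 37 °C, 5% CO2 | Detection: Steady-Glo luciferase glow luminescence, 10 min after reagent addition | Read-out basis: Activation, % of tunicamycin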
# Jurkat NFkB inh: inhibitors of induced NF-kB luciferase reporter, primary screen, TCR NF-kB activation inhibitor project, cell-based, luminescence, uHTS. Jurkat, PMA/ionomycin-induced NF-kB luciferase reporter. 330,000 tested, 0.53% active. inhibition, % at 4 µM. AID 435003, 2010; in the data active = inhibition above about 50%
# An asterisk follows results filed as active; x = not tested or not shown. Not a hit list; any-hit rate near 6.6%.
(1) CCN=C1SC(C(=O)Nc2ccc(OC)cc2)CC(=O)N1CC (stereo not drawn)
(2) CC(NC(=O)C1CCC(CNc2c(N3CCOCC3)c(=O)c2=O)CC1)c1ccccc1 (stereo not drawn)
(3) Cc1cc(C)c2ccc3c(C)c(C)n(C)c3c2n1
(4) Cc1ccn2c(=O)c(C(=O)NCCCN3CCCCC3C)c(O)nc2c1 (stereo not drawn)
(5) O=C(NCc1ccc(Cl)cc1)c1ccc(Br)o1
(6) Cc1cc(S(=O)(=O)NC2CCCCC2)ccc1OCC(=O)NCC1CCCO1 (stereo not drawn)
(7) CCCCC(=O)N1CCN(c2nc3ccc(Br)cc3s2)CC1
(8) COc1c(O)cnn(-c2ccccc2)c1=O
(9) Cc1cc2ccccn2c1C(=O)c1ccncc1
(10) COc1ccc(CNC(=O)Cn2nc(C(F)(F)F)cc2C)cc1
Compound,1,2,3,4,5,6,7,8,9,10
697 NFkB inh,10,6,-30,-7,18,12,-62,6,7,-3
TIM10 inh,-7,7,13,-20,68*,-16,5,10,-11,-14
tim23-1 inh,0,-7,6,-4,13,3,28,5,-5,15
tim10-1 inh,0,-19,7,-16,-24,-4,35,12,-11,7
UPR CHOP act,0.7,1.8,-0.4,0.7,-0.7,1.1,1.6,1.4,-1.5,-0.4
Mdm2 MdmX PPI,13,8,-26,14,8,15,-3,-1,12,-29
UPR XBP1 act,-2,-1,-2,-4,0,-3,-3,-3,-1,-4
Jurkat NFkB inh,-5,4,-11,-13,2,-14,-2,7,7,1

# Six entries already listed, arranged by SMILES length, smallest number first:
(8) COc1c(O)cnn(-c2ccccc2)c1=O
(5) O=C(NCc1ccc(Cl)cc1)c1ccc(Br)o1
(3) Cc1cc(C)c2ccc3c(C)c(C)n(C)c3c2n1
(7) CCCCC(=O)N1CCN(c2nc3ccc(Br)cc3s2)CC1
(10) COc1ccc(CNC(=O)Cn2nc(C(F)(F)F)cc2C)cc1
(2) CC(NC(=O)C1CCC(CNc2c(N3CCOCC3)c(=O)c2=O)CC1)c1ccccc1 (stereo not drawn)
Compound,8,5,3,7,10,2
697 NFkB inh,6,18,-30,-62,-3,6
TIM10 inh,10,68*,13,5,-14,7
tim23-1 inh,5,13,6,28,15,-7
tim10-1 inh,12,-24,7,35,7,-19
UPR CHOP act,1.4,-0.7,-0.4,1.6,-0.4,1.8
Mdm2 MdmX PPI,-1,8,-26,-3,-29,8
UPR XBP1 act,-3,0,-2,-3,-4,-1
Jurkat NFkB inh,7,2,-11,-2,1,4

# Next section:
(11) O=C(CCN1C(=O)S/C(=C\c2ccccc2)C1=O)NC1CCS(=O)(=O)C1 (stereo not drawn)
(12) O=c1[nH]nc(CNc2cccc(C(F)(F)F)c2)c2ccccc12
(13) O=C(NCc1ccc2c(c1)OCO2)c1ccc(CN2CCc3ccccc3C2)cc1
(14) CC1CN(C(=O)c2cc([N+](=O)[O-])cc([N+](=O)[O-])c2)CC(C)O1 (stereo not drawn)
(15) CCOc1ccc(NC(=O)Nc2ccc(N(C)C(C)=O)cc2)cc1
(16) CC(C)CN(C(=O)COC(=O)c1ccccc1NCc1ccco1)c1c(N)n(Cc2ccccc2)c(=O)[nH]c1=O
(17) CC(C)[C@H](N[C@@H](C)c1ccccc1)c1c(O)ccc2ccccc12
(18) C=CC[C@H](CC(=O)N(CCO)Cc1ccccc1)C(=O)N[C@@H](COC(=O)[C@H](CC=C)CC(=O)OC(C)(C)C)Cc1c[nH]c2ccccc12
(19) O=C(CN(Cc1cccs1)C(=O)CNS(=O)(=O)c1ccc(F)cc1)NCc1ccco1
(20) COc1cc2c(cc1OC)CN(C(=O)c1cc(S(=O)(=O)N3CCOCC3)ccc1C)CC2
Compound,11,12,13,14,15,16,17,18,19,20
697 NFkB inh,13,-11,4,-12,4,9,-31,9,15,-22
TIM10 inh,2,15,-6,21,6,1,22,10,4,-3
tim23-1 inh,6,-6,14,13,9,10,50*,8,-1,-1
tim10-1 inh,-2,21,0,23,10,0,45*,4,8,10
UPR CHOP act,0.4,0.5,1.4,1.3,-1.2,0.5,-0.1,6.1,-1.6,1.2
Mdm2 MdmX PPI,3,35,17,21,6,18,24,23,9,-9
UPR XBP1 act,1,2,-1,-5,-1,-3,0,3,-2,0
Jurkat NFkB inh,-2,11,-3,-1,-5,20,-1,6,-6,-15

(21) CCc1ccc(S(=O)(=O)N/N=C\c2ccc([N+](=O)[O-])o2)cc1
(22) O=C(Cc1cccc(C(F)(F)F)c1)NCc1ccc(Cl)cc1
(23) Cc1cc(OC(C)C(=O)NCCc2c[nH]c3ccccc23)c2c(C)cc(=O)oc2c1 (stereo not drawn)
(24) CCC(CC)Nc1ccc(C(CC(N)=O)NC(=O)Cc2ccc(Br)cc2)cc1[N+](=O)[O-] (stereo not drawn)
(25) CCOC(=O)c1ccc2c(c1)NC(=O)C(N1CCN(c3ccc(OC)cc3)CC1)S2 (stereo not drawn)
(26) O=S(=O)(c1ccc(N2CCCC2)nc1)N1CCCC1
(27) N#Cc1ccccc1OCC(=O)OCC(=O)NC1CCCC1
(28) COc1ccc(CC(=O)Nc2nc3ccc(F)cc3s2)cc1S(=O)(=O)N1CCOCC1
(29) N#CCCn1cnc2ccccc21
(30) OCc1cccc[n+]1CCc1ccccc1
Compound,21,22,23,24,25,26,27,28,29,30
697 NFkB inh,-12,-10,-17,18,-14,6,11,-14,10,10
TIM10 inh,14,-26,-1,-7,12,4,5,3,4,-9
tim23-1 inh,23,-5,14,-12,-1,3,18,11,6,-21
tim10-1 inh,30,16,3,-23,-10,-9,4,4,4,-16
UPR CHOP act,1.4,2.8,1.2,-0.2,-3.5,1.6,1.5,-0.2,-1.2,1.7
Mdm2 MdmX PPI,12,-14,-2,22,23,3,-9,15,4,-2
UPR XBP1 act,1,1,-1,-1,2,1,-3,-3,-3,0
Jurkat NFkB inh,3,8,-3,31,40,-7,-5,9,16,15

(31) O=C(c1ccccc1Oc1ccccc1)N1CCN(c2ccc(F)cc2)CC1
(32) O=C(OCc1ccccc1)/C(=C/c1ccccc1Cl)NC(=O)c1ccco1
(33) COc1ccc(S(=O)(=O)Nc2cccnc2)c(C)c1C
(34) CC#CC[N+](C)(C)CCCCCCCCCC
(35) CSc1nc2[nH]ncc2c(=O)[nH]1
(36) Cc1ccc(-n2c(SCc3nnc4n3CCC4)nnc2-c2ccccc2)cc1
(37) Cc1occc1-c1nnc(SCC(=O)NC2CCCCC2C)o1 (stereo not drawn)
(38) Cc1ccc(P(=O)(CSC(=N)N)c2ccc(C)cc2)cc1
(39) CCOC(=O)C1CCN(C(=O)c2ccccc2CCc2ccccc2)CC1
(40) Cc1ccc(S(=O)(=O)Nc2cccc(-c3ccc(N4CCCCCC4)nn3)c2)c(C)c1
Compound,31,32,33,34,35,36,37,38,39,40
697 NFkB inh,15,-16,11,9,-3,-4,-8,-11,9,-63
TIM10 inh,31,10,-1,-78,-5,40,7,2,15,12
tim23-1 inh,7,37,11,-14,7,16,19,5,31,23
tim10-1 inh,19,17,5,-42,3,29,16,1,27,28
UPR CHOP act,-1.4,2.1,1.9,-1.3,0.4,-1.6,-0.6,-2.4,1.4,8.0
Mdm2 MdmX PPI,4,23,7,48,-1,12,18,-9,3,12
UPR XBP1 act,-3,-1,-4,-5,-2,0,-4,1,1,1
Jurkat NFkB inh,6,15,4,32,-3,2,-4,-1,3,-49

(41) Cc1ccc(NC(=O)c2cccnc2C(=O)Nc2ccc(C)cc2)cc1
(42) Clc1ccccc1-c1nnc2sc(-c3cccs3)nn12
(43) O=C(CSc1nnc(-c2ccccc2O)o1)N1CCc2ccccc2C1
(44) C/C(=N\NC(=O)c1ccc(-n2cnnn2)cc1)c1ccc(C)cc1
(45) O=C(N/N=C/c1cccnc1)c1cccs1
(46) CN1C(=O)c2ccc(N(C)C)cc2C1=O
(47) Cc1cccc(OCC(=O)Nc2cc(NC(=O)COc3cccc(C)c3)cc(C(=O)O)c2)c1
(48) COC(=O)c1oc2ccc(Br)cc2c1-n1cccc1
(49) CN(Cc1ccc(F)cc1)C(=O)CN1C(=O)c2ccccc2S1(=O)=O
(50) COc1ccccc1NC(=S)NC(C)=O
Compound,41,42,43,44,45,46,47,48,49,50
697 NFkB inh,5,-11,23,14,7,3,7,6,0,-5
TIM10 inh,-10,34,28,5,10,-6,3,-8,-1,-7
tim23-1 inh,-3,28,28,-6,-5,12,5,1,-9,-16
tim10-1 inh,-11,32,25,-9,-2,-14,23,17,-4,-14
UPR CHOP act,-1.1,3.4,-1.8,0.3,2.9,0.5,-2.1,-2.0,1.6,-0.4
Mdm2 MdmX PPI,26,-9,7,4,-9,-4,13,11,23,-20
UPR XBP1 act,3,2,3,-2,-2,-4,-5,2,-4,0
Jurkat NFkB inh,10,6,6,-8,15,-2,1,1,-9,-1

(51) Cc1ccc(CN2CCC(Oc3ccc(C(=O)NCc4ccccn4)cc3)CC2)o1
(52) CC(=O)c1cccc(NC(=O)c2ccccc2OCc2ccc(F)cc2)c1
(53) O=C1c2ccccc2-c2nc3ccccc3cc21
(54) Cc1cc(N2C(=O)C3CC=CC(C)C3C2=O)no1 (stereo not drawn)
(55) Cc1ccc(C(=O)NNC(=O)/C=C\C(=O)O)cc1
(56) COc1ccc(C)cc1N(C)C(=O)c1coc(=O)c2ccccc12
(57) COc1ccccc1-c1cc(SC)c(C#N)c(=O)o1
(58) Cc1ccc(OCc2cc(C(=O)N3CC4C[C@@H]5CC3C[C@H](C4)C5)no2)cc1C
(59) CCOc1ccc(S(=O)(=O)N2CCN(S(=O)(=O)c3ccc(C(C)=O)cc3)CC2)cc1
(60) CC(C)C(=O)NS(=O)(=O)c1ccc(NS(C)(=O)=O)cc1
(61) COc1ccccc1N1CCN(C2CCN(C(=O)COc3ccccc3)CC2)CC1
(62) COc1ccc(C2CC(c3ccccc3Br)=NN2c2ccc(S(N)(=O)=O)cc2)cc1 (stereo not drawn)
(63) C=CCNC(=S)N/N=C(\C)c1cccnc1
Compound,51,52,53,54,55,56,57,58,59,60,61,62,63
697 NFkB inh,11,9,-112,2,18,4,-101,-90,13,-7,10,14,-5
TIM10 inh,3,7,-20,-13,-21,-11,30,9,-3,5,-1,-4,-17
tim23-1 inh,7,3,3,6,-3,-1,36,30,-5,-15,12,39,5
tim10-1 inh,-1,-7,-80,4,-9,14,38,13,0,-3,4,21,22
UPR CHOP act,-0.2,2.4,0.4,2.8,0.9,-2.3,23,6.2,-3.3,-0.4,-1.1,1.4,-3.7
Mdm2 MdmX PPI,7,9,-115,-16,20,12,49,-24,6,-1,11,49,1
UPR XBP1 act,-3,4,4,1,-1,2,-1,-4,-2,-2,-2,5,-1
Jurkat NFkB inh,-6,-5,-130,-1,3,1,9,-102,19,1,-12,x,-10

# Bioassay records (PubChem BioAssay)
